# From PubChem
# GlmU inhibition: inhibition of mycobacterial GlmU enzyme – biochemical, glucosamine-1-phosphate acetyltransferase (AID 1376); M. tuberculosis GlmU acetyltransferase enzyme assay; higher % means a stronger effect; inhibition, %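 (tested at 30 µM in the primary screen)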; hits with a dose series show IC50 in µM; 220,000 tested, 0.25% active; in the data active = inhibition above about 13%; inconclusive = no clear call, values can overlap the other calls;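 also: 0% = complete reaction with vehicle and 100% = reaction without substrate; strong numbers were not always called active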
# Mtb RmlCD inh: blocks M. tuberculosis RmlC and RmlD coupled enzymes. 160,000 tested, 0.03% active. RmlC+RmlD coupled enzyme assay, percent inhibition; primary screen in compound mixtures. P9WH09+P9WH11. AID 1533. inhibition, % at 3.6 µM; in the data active = inhibition mostly above about 34%, no sharp cut-off; inconclusive = no clear call, values can overlap the other calls; inactive = mostly below about 22%; also: some results filed as inactive read as strong as hits
# Target sequence (P9WH09 whole entry, looked up): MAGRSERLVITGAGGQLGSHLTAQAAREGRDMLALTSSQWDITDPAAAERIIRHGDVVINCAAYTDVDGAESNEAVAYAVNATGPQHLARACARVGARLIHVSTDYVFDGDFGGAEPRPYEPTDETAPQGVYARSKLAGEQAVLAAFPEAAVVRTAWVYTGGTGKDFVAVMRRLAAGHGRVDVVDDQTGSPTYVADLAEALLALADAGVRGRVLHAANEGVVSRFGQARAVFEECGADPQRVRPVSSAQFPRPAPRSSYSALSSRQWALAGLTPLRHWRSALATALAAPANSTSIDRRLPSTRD
# Target sequence (P9WH11 whole entry, looked up): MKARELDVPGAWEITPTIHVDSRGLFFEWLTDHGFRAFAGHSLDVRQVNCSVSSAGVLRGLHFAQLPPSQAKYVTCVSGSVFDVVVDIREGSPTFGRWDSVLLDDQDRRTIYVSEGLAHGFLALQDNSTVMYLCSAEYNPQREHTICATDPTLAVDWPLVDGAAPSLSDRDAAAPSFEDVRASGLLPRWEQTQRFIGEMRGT
# * = called active by the depositor; u = inconclusive; x = not tested or not shown. This is a subset, so the mix of outcomes need not match the whole.
# Each structure is followed by: GlmU inhibition | Mtb RmlCD inh
Cc1nc(C(=O)NNC(=O)c2c(-c3c(Cl)cccc3Cl)noc2C)cs1
→ -3.3% | -9.3
O=C(COc1cc(F)ccc1[N+](=O)[O-])Nc1cccc(Br)c1
→ 1.9% | -13.6
Clc1ccc(OCc2cc(-c3ccccc3)no2)c(Cl)c1
→ -1.3% | x
COc1ccnc(CSC(N)=Nc2ccc(F)cc2)c1
→ -0.4% | x
O=C(Nc1ccccc1)N(C1=NCCC1)c1ccc(OC(F)F)cc1
→ 5.8% | -4.6
COc1cccc(/C=N/NC(=O)CN(C2=NS(=O)(=O)c3ccccc32)c2ccccc2)c1
→ -6.0% | x
CCC(c1nnnn1CCOC)N(Cc1cc2c(C)cc(C)cc2[nH]c1=O)CC1CCCO1 (stereo unspecified)
→ 2.9% | -6.6
O=C(O)CC(C(=O)N(c1ccccc1)c1ccccc1)N1CCOCC1 (stereo unspecified)
→ 0.2% | 5.7
COc1ccccc1CNC(=O)c1cnccn1
→ -4.5% | x
Clc1ss/c(=N\c2ccccn2)c1Cl
→ 0.4% | x

# A draw from above in order of SMILES length, lowest first.
# Each structure is followed by: GlmU inhibition | Mtb RmlCD inh
O=C(Nc1ccccc1)N(C1=NCCC1)c1ccc(OC(F)F)cc1
→ 5.8% | -4.6
O=C(O)CC(C(=O)N(c1ccccc1)c1ccccc1)N1CCOCC1 (stereo unspecified)
→ 0.2% | 5.7
O=C(COc1cc(F)ccc1[N+](=O)[O-])Nc1cccc(Br)c1
→ 1.9% | -13.6
CCC(c1nnnn1CCOC)N(Cc1cc2c(C)cc(C)cc2[nH]c1=O)CC1CCCO1 (stereo unspecified)
→ 2.9% | -6.6
COc1cccc(/C=N/NC(=O)CN(C2=NS(=O)(=O)c3ccccc32)c2ccccc2)c1
→ -6.0% | x

# Next section:
# Each structure is followed by: GlmU inhibition | Mtb RmlCD inh
Cc1ccc2oc(-c3cccc(NC(=O)c4ccc(Br)o4)c3)nc2c1
→ x | 3.7
CC1=CC(=O)[C@H]2C(C)(C)CCC[C@]2(C)[C@@]1(O)CO
→ 3.2% | 1.9
N/C(Cc1ccc([N+](=O)[O-])cc1)=N\OC(=O)Cc1ccccc1
→ -2.9% | x
CCOC(=O)C1CCCN(Cc2cccs2)C1 (stereo unspecified)
→ 4.7% | x
Brc1ccc(C2NCCS2)cc1 (stereo unspecified)
→ x | 2.7
CCS(=O)(=O)c1nc(S(=O)(=O)c2ccc(Cl)cc2)c(NCCOC)s1
→ -6.7% | 7.4
CC1CCCC(C)N1C(=O)CSc1nnnn1-c1cccc2c1CCCC2 (stereo unspecified)
→ 1.1% | -5.8
Cc1c(Cl)cccc1NC(=O)CC1SC(=NCC2CCCO2)NC1=O (stereo unspecified)
→ 5.5% | 0.9
COc1ccc(CNC(=O)C2(CC3CC(c4ccccc4)=NO3)CCN(C(=O)CCCCCBr)CC2)cc1 (stereo unspecified)
→ -7.0% | x
Cc1cc(C)c(S(=O)(=O)NCc2ccc3c(c2)cc(C)n3C)c(C)c1
→ -0.2% | 6.9
O=C1c2ccccc2C(Nc2ccc3nc(-c4cccnc4)[nH]c3c2)N1Cc1ccco1 (stereo unspecified)
→ -5.5% | x
COc1cccc(C(=O)NCCSc2ccc(Br)cc2)c1
→ -5.7% | 1.0
CCOC(=O)N1CCc2c(sc3nc[nH]c(=O)c23)C1
→ -3.2% | -5.4
C/C(=N\NC(=S)NCc1ccccc1)c1ccccc1
→ -1.7% | x
C=Cn1ccnc1P(=S)(c1c(C)nn(-c2ccccc2)c1C)c1nccn1C=C
→ 1.7% | x
CC1=C(C(=O)OCC(Cl)(Cl)Cl)N2C(=O)C(NC(=O)Cc3ccccc3)C2SC1 (stereo unspecified)
→ -0.1% | 6.3
O=C(Cc1cccs1)NCc1ccco1
→ -5.6% | -3.7
Cc1cc(C)c(C)c(S(=O)(=O)N2CCN(c3ccc(O)cc3)CC2)c1C
→ 2.5% | 3.2
COc1ccc(NC(=O)Nc2ncccc2C)cc1
→ 3.1% | x
COc1cc(/C=C2\C(=O)N(c3ccccc3)N=C2C)ccc1Oc1ccc([N+](=O)[O-])cc1[N+](=O)[O-]
→ 6.4% | 4.6
CCN(CC)C1=NC(=[N+](CC)CC)c2ccccc21
→ 3.9% | -11.9
COC/C=C/C1=CC2=CC(=O)C(C)(OC(=O)c3cnc4ccccc4n3)C(=O)C2=CN1c1ccc(OC)cc1 (stereo unspecified)
→ 4.0% | x
COc1ccc(C(=O)C2CCCN(C(=O)CCc3scnc3C)C2)c(C)c1 (stereo unspecified)
→ 3.2% | x
CC(=O)C1=C(O)C(=O)N(Cc2ccccc2)C1c1ccccc1F (stereo unspecified)
→ 4.8% | x
Cn1c(=O)cc(OCCCC(=O)NCc2cccnc2)c2ccccc21
→ 4.9% | 2.7
Nc1cc(S(=O)(=O)N2CCCCC2)ccc1Oc1ccccc1
→ 0.5% | 2.6
CC(C)(C)N1C(=O)NC(=O)/C(=C\c2ccc3c(c2)CCN3CCCCl)C1=O
→ -5.4% | -1.0
Cc1ccccc1Cn1cc(NC(=O)COc2ccccc2)cn1
→ 2.7% | 8.1
CN1CCCN(C(=O)c2cc(=O)[nH]c3ccccc23)c2nc3ccccc3nc21
→ 0.2% | x
CN1CCN(C2=C(Cl)C(=O)N(c3ccc(Cl)c(Cl)c3)C2=O)CC1
→ 2.9% | -3.0
Cc1ccc(N2C(=O)NC(=O)/C(=C/c3cnn(-c4ccc(C)cc4)c3)C2=O)cc1
→ 2.4% | 17.6
C/C(=N/Oc1nc(C)cc(C)n1)c1ccc(F)cc1
→ -0.2% | x
N#Cc1c(N2CCOCC2)nsc1-c1ccccc1
→ 1.8% | -6.3
O=S(=O)(c1cccc(C(F)(F)F)c1)N1CCC(O)(c2cccnc2)CC1
→ 0.3% | 11.3
CC(=O)N(CN1C(=O)c2ccccc2C1=O)c1cccc(C)c1
→ -1.0% | -2.5
Cc1ccc(CNC(=O)/C=C/C(=O)O)cc1
→ -0.3% | -16.4
COc1ccccc1/C=N/NC(=O)CSc1cc(C)nc2ccccc12
→ -4.8% | -12.4
O=C(NCc1ccc(-c2nc3ccccc3s2)cc1)c1cc2ccccc2o1
→ -3.8% | 7.3
Fc1cc(NC(=S)NCc2ccc(CNC(=S)Nc3ccc(Cl)c(F)c3)cc2)ccc1Cl
→ -2.3% | 8.3
CN(Cc1cccnc1)C(=O)CC1C(=O)NCCN1Cc1ccc(-c2ccccc2)cc1 (stereo unspecified)
→ -5.2% | 1.7
CCOc1ccc(-n2c(C)cc(/C=N/Nc3nc(C)cc(=O)[nH]3)c2C)cc1
→ -1.9% | x
CCn1c(=NC(=O)CSC(C)=O)sc2ccccc21
→ 1.7% | x
O=C1C(=O)N(Cc2cccc([N+](=O)[O-])c2)c2ccccc21
→ 6.9% | 7.0
c1ccc2c(Nc3nncs3)c3ccccc3nc2c1
→ 2.7% | x
COc1cc(-c2cc(-c3ccc(O)cc3)nc(N)c2C#N)ccc1O
→ 2.3% | -15.3
O=C(CSc1nc2ccc(Cl)cc2[nH]1)NCCc1ccccc1
→ 2.0% | 25.4
O=C(NCC1CCN(c2ccc(S(=O)(=O)N3CCOCC3)cc2)CC1)c1cccc(Cl)c1
→ 1.9% | -0.1
CCc1ccc2oc(-c3cc(N)cc(C)c3O)nc2c1
→ 7.5% | 46.6
COc1ccccc1C(=O)OCn1nnc2ccccc2c1=O
→ 7.4% | x
COc1ccc(CN2C(=O)c3c(c(C)n(C)c3C)C2C(=O)NC2CCC(C)CC2)cc1 (stereo unspecified)
→ -0.1% | 7.7

# Compound profiles, from the list above. Values in the order: GlmU inhibition | Mtb RmlCD inh
# CCOc1ccc(-n2c(C)cc(/C=N/Nc3nc(C)cc(=O)[nH]3)c2C)cc1 across the screens: -1.9% | x
# COc1ccccc1C(=O)OCn1nnc2ccccc2c1=O across the screens: 7.4% | x
# O=C(CSc1nc2ccc(Cl)cc2[nH]1)NCCc1ccccc1 across the screens: 2.0% | 25.4
# COc1ccc(CN2C(=O)c3c(c(C)n(C)c3C)C2C(=O)NC2CCC(C)CC2)cc1 (stereo unspecified) across the screens: -0.1% | 7.7

# Continuation.
# Each structure is followed by: GlmU inhibition | Mtb RmlCD inh
Cc1cccc(Nc2nnc(SCC(=O)NC(=O)Nc3ccc4c(c3)OCCO4)s2)c1
→ -2.0% | 2.5
CC(C)c1nc(=S)n(-c2ccccc2)[nH]1
→ 5.4% | 4.1
CN(C)C(=O)COc1ncnc2scc(-c3ccc(F)cc3)c12
→ -2.2% | u
CCOC(=O)C(Oc1ccc2c(-c3ccc(OC)cc3)cc(=O)oc2c1C)c1ccccc1 (stereo unspecified)
→ 1.6% | -2.5
O=C(NNC(=O)c1cccc(Br)c1)C(=O)N1CCCCC1
→ 3.3% | x
CCOc1ccc(CCNC(=O)C(CC)n2nc(C)n3c(cc4sccc43)c2=O)cc1OCC (stereo unspecified)
→ 1.1% | 0.5
COc1ccc(C(=O)/C(C#N)=N/Nc2cccc([N+](=O)[O-])c2)cc1
→ -7.3% | x
COc1ccc(-c2cc(C(F)F)n3ncc(C(=O)Nc4cccc(S(=O)(=O)N5CCOCC5)c4)c3n2)cc1
→ -0.7% | 2.4
CCC(C)n1c(SCC(=O)/C(C#N)=C(\C)N)nc2ccccc2c1=O (stereo unspecified)
→ 1.0% | -15.6
COc1ccc(-n2c3c(cc(C(=O)NNc4ccccc4C)c2=O)C(=O)CC(C)(C)C3)cc1
→ 1.6% | -10.0
CC(C)(C)c1ccc(-c2noc(-c3ccc4c(c3)CCO4)n2)cc1
→ 3.0% | -3.4
COc1ccc(-c2ccc(SCC(=O)c3cccs3)nn2)cc1
→ 4.0% | 2.1
Cc1csc(NC(=O)c2cc3c(s2)CCCC3)n1
→ -4.6% | u
CN(C)/N=C/c1cn(-c2ccccc2)nc1-c1cccnc1
→ -6.8% | -0.7
COc1ccc(CNC(=O)CCn2cccc2)cc1
→ x | 5.2
CN(CC(O)CON=C1c2ccccc2-c2ccccc21)S(=O)(=O)c1ccc(Br)cc1 (stereo unspecified)
→ -3.2% | 56.4
CNC(=S)Nc1cccc(C(=O)OC)c1
→ x | -0.6
COc1ccc(NC(=S)N/N=C/c2cccn2Cc2ccccc2F)cc1
→ 1.8% | -16.3
Nc1ccc(C(=O)Nc2ccccc2C(=O)O)cc1
→ -6.3% | x
O=C(COc1cccc2c1CCN(Cc1ccccc1)C2=O)N1CCCCC1
→ 1.4% | -22.2
CCCCN1C(=S)NC[C@@H]1Cc1cccc2ccccc12
→ 9.2% | -8.6
NC(=O)CN1CCOCCOCCN(CC(N)=O)CCOCC1
→ 2.5% | -8.1
CCC(C)c1ccc(O)c(N)c1 (stereo unspecified)
→ 0.5% | 2.9
CC(Nc1nc(-c2ccc(F)cc2)cs1)c1nc2cc(Cl)c(N3CCCCC3)cc2n1CCOCCO (stereo unspecified)
→ 2.0% | x
COc1ccc(OC)c(C(c2nnnn2C(C)(C)C)N2CCc3ccccc3C2)c1 (stereo unspecified)
→ -0.6% | 46.2
CC(C)C(c1nnnn1Cc1ccccc1)N(CCCO)Cc1cc2cc3c(cc2[nH]c1=O)OCO3 (stereo unspecified)
→ 0.9% | -17.3
c1ccc(C2=NNC(=NCc3ccc4c(c3)OCO4)SC2)cc1
→ 1.6% | 6.4
CN1/C(=C/C(=O)CSc2ccccc2C(=O)O)C(C)(C)c2ccccc21
→ 4.6% | -6.5
C/C(=C\C(=O)N1CCc2ccccc21)C(=O)O
→ -1.2% | -9.7
Cc1ccc(NS(=O)(=O)c2cc(C(=O)OCC(=O)NCC3CCCO3)ccc2C)cc1 (stereo unspecified)
→ 1.2% | 9.9
CC(Oc1ccc(F)cc1)C(O)CCN(C)C (stereo unspecified)
→ 9.2% | 3.2
CCOC(=O)c1c(-c2ccc(OC)cc2)nc2nonc2c1N
→ 4.4% | x
CCCS(=O)(=O)N1CCC(Cc2ccc(OC)cc2)(C(=O)OCC)CC1
→ 6.8% | -6.3
Cn1ccnc1SCC(=O)Nc1cc(C(F)(F)F)ccc1N1CCOCC1
→ -0.2% | x
O=C(Oc1ccc2c(=O)c(Oc3ccc4ccccc4c3)coc2c1)c1cccnc1
→ 6.6% | 9.1
CC(C)(C)OC(=O)NNC(=O)c1cccs1
→ -11.8% | -2.8
CCOC(=O)C1(O)CC(C)=NN1C(=O)c1cccc(Cl)c1 (stereo unspecified)
→ -4.6% | 3.5
CC(=O)N1CCCc2cc(S(=O)(=O)CCC(=O)N3CCN(c4ccccc4)CC3)ccc21
→ 7.5% | x
COCCNC(=O)c1nc2ccccc2s1
→ -4.6% | x
O=C(Oc1ccc2ccc(OC(=O)N3CCOCC3)cc2c1)N1CCOCC1
→ 0.3% | 1.8
O=C(NCCc1ccccc1)C1CCCN1S(=O)(=O)c1ccc(F)cc1 (stereo unspecified)
→ -1.8% | x
O=c1nc(/C=C/c2cccn2-c2ccc([N+](=O)[O-])cc2)cc(C(F)(F)F)[nH]1
→ 7.2% | 4.8
CN1C(=O)N(C)C2CC1N(C)C(=O)N2C
→ 6.7% | x
Cc1ccc(OCCn2c(C)c(/C=N/n3cnnc3)c3ccccc32)cc1
→ -1.7% | 12.5
O=C(Cn1ccc(C(F)(F)F)n1)Nc1cccc(S(=O)(=O)N2CCCCC2)c1
→ -2.3% | -0.8
C[C@]12C[C@H](O)[C@H]3[C@@H](CCC4=CC(=O)CC[C@@]43C)[C@@H]1CC[C@@H]2C(=O)CO
→ 4.7% | x
CCOc1ccc2nnc(-c3ccc(Br)cc3)n2n1
→ 5.3% | -10.9
CC1=CS(=O)(=O)CC1Sc1nc(C)n[nH]1 (stereo unspecified)
→ -2.1% | x
COc1cc([C@@H]2[C@H]3CNCC=C3C(C#N)=C(N)C2(C#N)C#N)ccc1OC(C)C
→ -6.6% | x
CCN(CC)S(=O)(=O)c1ccc(N2CCCC2)c(NS(=O)(=O)c2ccc([N+](=O)[O-])cc2)c1
→ 4.5% | -3.7
CNC(=O)CN(c1cccc2ccccc12)S(C)(=O)=O
→ 0.3% | -3.6
Cc1ccc(/C=N/NC(=O)c2nnn(-c3nonc3N)c2CSc2ccccc2)cc1
→ 4.8% | 31.4
